# LYPLA1 inh = LYPLA1 (human) inhibition in PME1 counter-screen; O75608; recombinant LYPLA1, FP-Rh probe fluorescence polarization; inhibition, % at 5.9 µM; 0.16% of 320,000 active; AID 2174;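 active means inhibition above the mean of all tested compounds plus 3 SD, set per campaign, cut at about 14% in these data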;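 further: inhibitors block serine hydrolase probe labeling of LYPLA1 so polarization falls; 0% = enzyme with DMSO and 100% = wells lacking LYPLA1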
# PAFAH2 inh = inhibitors of human PAFAH2 | 0.99% of 340,000 active | recombinant PAFAH2, FP-rhodamine activity probe, fluorescence polarization | inhibition, % at 3.39 µM | AID 492956 | Q99487;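 active means inhibition above the mean over all tested compounds plus 3 SD, cut at about 30% in these data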;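 further: inhibitors block probe labeling of enzyme so polarization drops; 0% = enzyme with DMSO and 100% = wells lacking PAFAH2 protein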
# Fam108B inh = blocks mouse Fam108B hydrolase in RBBP9 counter-screen; recombinant Fam108B, FP-Rh probe fluorescence polarization; inhibition, % at 9.51 µM; 0.33% of 300,000 active; AID 1947;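 active means inhibition above the screen mean inhibition plus 3 SD, computed separately per campaign, cut at about 18% in these data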;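 further: inhibitors lower polarization as less probe binds the enzyme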
# PAFAH1B2 FP inh = inhibitors of human PAFAH1B2; AID 492953; P68402; 1.2% of 340,000 active; recombinant PAFAH1B2, FP-rhodamine activity probe, fluorescence polarization; inhibition, % at 3.39 µM;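 active means inhibition above the mean of all tested compounds plus 3 SD, cut at about 24% in these data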;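 further: 0% = enzyme with DMSO and 100% = wells lacking PAFAH1B2; many of its hits are not listed in these tables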
# PME-1 inh = PME-1 (human) inhibition; inhibition, % at 5.9 µM; recombinant PME-1, FP-Rh probe fluorescence polarization; AID 2130; Q9Y570; 0.53% of 320,000 active;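 active means inhibition above the campaign mean of all compounds plus 3 SD, cut at about 26% in these data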;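 further: competitive labeling of PME-1 active site by serine hydrolase directed probe; 0% = PME-1 with DMSO and 100% = wells lacking PME-1 enzyme; inhibitors block probe labeling so polarization falls and inhibition rises; many of its hits are not listed in these tables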
# Target sequence (Q9Y570 whole entry, looked up): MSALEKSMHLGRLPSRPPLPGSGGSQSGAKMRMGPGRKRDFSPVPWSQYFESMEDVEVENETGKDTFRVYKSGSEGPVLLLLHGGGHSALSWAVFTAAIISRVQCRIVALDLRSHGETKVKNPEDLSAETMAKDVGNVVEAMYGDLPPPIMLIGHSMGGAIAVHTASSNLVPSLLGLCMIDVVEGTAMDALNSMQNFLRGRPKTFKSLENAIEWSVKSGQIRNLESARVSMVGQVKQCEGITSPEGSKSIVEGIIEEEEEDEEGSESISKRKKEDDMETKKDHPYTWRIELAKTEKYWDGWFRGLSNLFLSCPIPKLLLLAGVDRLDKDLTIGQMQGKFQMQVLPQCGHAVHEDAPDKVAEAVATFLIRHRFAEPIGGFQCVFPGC
# PAFAH1B3 FP inh = PAFAH1B3 (human) inhibition; Q15102; recombinant PAFAH1B3, FP-rhodamine probe, fluorescence polarization; inhibition, % at 3.39 µM; 0.28% of 340,000 active;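 active means inhibition above the screen-wide average of all tested compounds plus 3 SD, cut at about 25% in these data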;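 further: 0% = enzyme with DMSO only and 100% = wells lacking PAFAH1B3 protein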
# GSTO1 counter = blocks human GSTO1 in RBBP9 counter-screen; recombinant GSTO1, activity-based probe fluorescence polarization; inhibition, % at 5.96 µM; 1.1% of 300,000 active;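 active means inhibition above the campaign mean inhibition plus 3 SD, cut at about 35% in these data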;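 further: 0% = GSTO1-1 with DMSO and 100% = wells lacking GSTO1-1 enzyme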
# PAD4 inh = inhibitors of human PAD4. Q9UM07. recombinant PAD4, RCA probe fluorescence polarization. inhibition, % at 6.36 µM. 0.41% of 330,000 active. AID 485272;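 active means percent inhibition above a cutoff equal to the mean of all tested compounds plus 3 SD, cut at about 15% in these data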;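 further: 0% = PAD4 with RCA probe and DMSO and 100% = probe without PAD4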
# Target sequence (Q9UM07 whole entry, looked up): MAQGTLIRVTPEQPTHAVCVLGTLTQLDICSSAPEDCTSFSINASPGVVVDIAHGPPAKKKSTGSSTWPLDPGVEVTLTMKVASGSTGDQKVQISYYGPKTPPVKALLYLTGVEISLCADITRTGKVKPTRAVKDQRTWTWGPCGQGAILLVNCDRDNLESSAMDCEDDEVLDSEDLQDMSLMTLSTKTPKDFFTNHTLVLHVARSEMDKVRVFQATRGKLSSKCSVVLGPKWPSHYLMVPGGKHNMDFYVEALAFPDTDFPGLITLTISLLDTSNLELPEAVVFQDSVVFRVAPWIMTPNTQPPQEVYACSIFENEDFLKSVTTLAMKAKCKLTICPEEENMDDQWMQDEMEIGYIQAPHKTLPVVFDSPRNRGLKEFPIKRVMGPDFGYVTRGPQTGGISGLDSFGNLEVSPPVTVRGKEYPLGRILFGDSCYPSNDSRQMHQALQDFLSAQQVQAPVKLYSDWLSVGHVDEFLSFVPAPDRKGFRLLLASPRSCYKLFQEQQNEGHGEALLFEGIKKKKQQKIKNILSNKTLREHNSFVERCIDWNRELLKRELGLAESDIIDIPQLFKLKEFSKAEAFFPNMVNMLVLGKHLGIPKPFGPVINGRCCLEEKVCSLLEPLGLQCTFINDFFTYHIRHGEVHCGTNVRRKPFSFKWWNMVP
# pPAFAH inh = pPAFAH (human) enzyme inhibition. recombinant pPAFAH, FP-rhodamine probe fluorescence polarization. inhibition, % at 3.39 µM. 1.5% of 330,000 active. AID 463082;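 active means inhibition above the mean inhibition across the screen plus 3 SD, cut at about 25% in these data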;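 further: inhibitors block binding of the rhodamine activity-based probe so polarization drops; 0% = enzyme with DMSO and 100% = wells lacking pPAFAH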
# Starred values were filed as active, the others as inactive; . = no result given. An excerpt; the hit share may differ from the screen's.
SMILES,LYPLA1 inh,PAFAH2 inh,Fam108B inh,PAFAH1B2 FP inh,PME-1 inh,PAFAH1B3 FP inh,GSTO1 counter,PAD4 inh,pPAFAH inh
CCCOc1ccccc1Cn1c(=O)oc2ccc(C)cc21,-2,-8,-5,-1,0,16,-8,-7,0
O=Cc1ccc(OC(=O)C2CC(=O)N(c3ccc(F)cc3)C2)cc1 (stereo not drawn),-2,-7,1,3,1,2,-3,2,1
CCN(CC)c1ccc(C(=O)N/N=C(\C)c2ccc(O)cc2)cc1,1,5,0,3,7,-10,4,-1,10
COc1ccccc1OCCCOc1ccc(/C=C2\SC(=O)NC2=O)cc1OC,2,-1,6,5,-2,11,-5,3,18
CCOC(=O)C=C1CCN(c2ncc(C(F)(F)F)cc2Cl)CC1,1,-4,-1,2,3,1,4,4,5
O=C1CCc2cc(S(=O)(=O)N3CCC(C(=O)NC4CCCCCCC4)CC3)ccc2N1,2,4,3,1,-6,14,6,-7,6
C=CCNC(=O)c1onc(CSc2ccc(F)cc2)c1C(=O)NCC=C,-2,-2,-1,3,1,-10,3,4,7
CC(C)(C)C(=O)OCOC(=O)[C@@H]1N2C(=O)[C@@H](N=CN3CCCCCC3)[C@H]2SC1(C)C,3,0,0,-2,-4,5,3,3,-2
COCCSc1ccccc1C(=O)NCCc1ccccc1,-1,1,-2,5,-4,5,8,-3,2
Cc1noc(C)c1COC(=O)c1cc(F)c(F)cc1Cl,1,6,1,2,-2,3,1,-3,6
O=C(C[C@@H]1C/C=C\C[C@H](NC(=O)OCC2c3ccccc3-c3ccccc32)C(=O)OC[C@H]2CCCN2C1=O)N[C@H](CO)Cc1ccccc1,.,4,.,0,.,-2,.,3,17
CC(=O)Cc1nsc(NC(=O)c2oc(-c3ccccc3Cl)cc2C)n1,-5,2,-5,-3,4,-4,-29,4,5

# Arranged by value in PAFAH1B2 FP inh (largest number first): three of the compounds above
structure | PAFAH2 inh | PAFAH1B2 FP inh | PME-1 inh | PAFAH1B3 FP inh | PAD4 inh | pPAFAH inh
COc1ccccc1OCCCOc1ccc(/C=C2\SC(=O)NC2=O)cc1OC | -1 | 5 | -2 | 11 | 3 | 18
O=C(C[C@@H]1C/C=C\C[C@H](NC(=O)OCC2c3ccccc3-c3ccccc32)C(=O)OC[C@H]2CCCN2C1=O)N[C@H](CO)Cc1ccccc1 | 4 | 0 | . | -2 | 3 | 17
CC(=O)Cc1nsc(NC(=O)c2oc(-c3ccccc3Cl)cc2C)n1 | 2 | -3 | 4 | -4 | 4 | 5

# (more compounds)
SMILES,LYPLA1 inh,PAFAH2 inh,Fam108B inh,PAFAH1B2 FP inh,PME-1 inh,PAFAH1B3 FP inh,GSTO1 counter,PAD4 inh,pPAFAH inh
COCCOc1nc2c(c(=O)n(C)c(=O)n2C)n1CCc1ccccc1,-3,7,2,10,-6,1,9,-4,-12
CC(=O)N(CCCCN1C(=O)c2ccccc2C1=O)c1ccc(C)cc1,4,-9,-3,7,2,6,1,-1,-3
COCCN(C(=O)CNC(=O)c1ccco1)C(C(=O)NC1CCCC1)c1ccccc1 (stereo not drawn),1,-2,2,0,4,5,1,-2,-1
O=C(NNc1ccc([N+](=O)[O-])cc1)c1ccco1,1,-2,2,-2,-1,-4,3,2,-1
C=COCCNC(=O)C(=O)NCC(C)C,-28,1,8,0,3,5,1,3,3
COc1ccc(/C=N/NC(=O)CN(C2=NS(=O)(=O)c3ccccc32)c2ccccc2)cc1,0,-3,-12,4,-2,-5,1,0,5
Cc1sc(-c2ccncc2)nc1OC(=O)c1ccc(Cl)cc1,2,1,-3,3,5,-4,7,1,4
CC(=O)c1ccccc1NC(=O)COC(=O)c1cc(C)oc1C,1,14,.,4,5,4,.,1,-2
CCN(CC)CCCOc1ccc(C)cc1Br,0,-3,2,2,3,4,6,1,-1
O=C(COc1ccccc1[N+](=O)[O-])NCC1(N2CCOCC2)CCCCC1,.,0,.,5,.,8,.,-4,3
CC(C)(C)C1CCc2c(sc3ncn(N)c(=N)c23)C1 (stereo not drawn),4,-16,-1,4,7,-1,4,-3,-2
O=C(NC(=S)Nc1nc2c(s1)CSc1ccccc1-2)c1ccccc1,-6,2,1,-3,-6,-2,-1,0,2
Cc1ccc(CN2CCN(/N=C/c3ccc(C)s3)CC2)c(C)c1,6,6,1,4,1,8,2,-7,11
O=C(Cn1nc(-c2ccccc2)oc1=O)OCC(=O)c1ccc(F)c(F)c1,-1,6,.,2,-2,3,.,0,0
O=C(CNC(=O)c1cc2c(n(-c3ccccc3)c1=O)CCCC2=O)c1ccccc1,2,-5,-1,0,2,-2,9,2,6
COc1ccc(NS(=O)(=O)c2cccc(C(=O)NCC(c3ccco3)N3CCCC3)c2)cc1 (stereo not drawn),0,-4,0,2,-1,2,9,-1,18
CC(C)(CN=C1NS(=O)(=O)c2ccccc21)CNC(=O)c1ccccc1,1,1,3,2,3,0,2,-1,1
Cc1ccc(C2C(C#N)=C(N)OC3=C2C(=O)CC(C)(C)C3)s1 (stereo not drawn),2,2,-1,3,-6,-2,9,-4,-1
CCOc1cc(/C=C2\CCC/C(=C\c3cc(Cl)c(O)c(OCC)c3)C2=O)cc(Cl)c1O,-7,8,0,2,-3,-3,2,-3,13
CCCCNC(=O)CCn1nc(-c2ccc(Cl)cc2)ccc1=O,2,5,2,2,3,8,-1,2,6
CC(=O)NS(=O)(=O)c1ccc(N=c2ssc3c2-c2ccc(C)cc2NC3(C)C)cc1,0,-8,1,1,5,-1,24,-2,10
CCOc1cccc2sc(N(CCCN(C)C)C(=O)Cc3ccccc3)nc12,4,-5,0,4,-1,5,5,-2,3
COc1ccc(OC)c(NC(=S)NN2CCOCC2)c1,3,6,6,0,1,2,-3,-2,1
O=C(O)CC(SCC(=O)Nc1ccc(Cl)c(S(=O)(=O)N2CCOCC2)c1)C(=O)O (stereo not drawn),-3,-5,4,-3,7,-1,-4,21*,2
Cc1noc(C)c1C(=O)Nc1ccccn1,2,2,0,7,-2,3,-6,7,2
O=C(N/N=C/c1cc2c(cc1[N+](=O)[O-])OCO2)c1ccccn1,0,6,-2,-4,0,8,1,-7,5
C=CCc1ccc(OCCCCN2CCC(C)CC2)c(OC)c1,1,-2,4,3,11,-13,8,1,2
C1CCN(c2nc3nonc3nc2N2CCCC2)C1,-5,2,0,6,4,6,-4,-2,-1
CCOC(=O)C1CCCN(C(=O)c2cn(CC)c3ccc(S(=O)(=O)N(C)C)cc3c2=O)C1 (stereo not drawn),0,-8,1,-2,8,5,-4,5,8
COc1cc(OC)c(NS(=O)(=O)c2ccc3c(c2)NC(=O)CO3)cc1Cl,-1,-2,2,2,0,-2,2,-7,6
COc1ccc(N2CCN(C(=O)c3cc(C4CC4)nn3-c3ccccc3)CC2)cc1,-3,-3,.,-1,3,-1,.,-1,6
Cc1ccccc1-c1nc2sc3c(c2c(=O)n1N)CCCC3,-6,4,-7,1,2,6,-7,1,-5
Cc1ccccc1CN1C(=O)C(C)S/C1=N/N=C/c1ccco1 (stereo not drawn),-1,1,-3,2,4,-2,-5,0,7
Cc1cc(NS(=O)(=O)c2ccc(NC(=O)c3ccc(Cl)cc3Cl)cc2)no1,1,-9,5,3,1,1,4,4,-1
CC(NCc1ccccc1)C1COc2ccccc2O1 (stereo not drawn),0,3,11,2,-2,3,-2,4,3
COC(=O)c1cc(-c2c(-c3ccc4c(c3)OCO4)noc2-c2ccsc2)cc([N+](=O)[O-])c1,-3,0,1,2,-4,6,1,2,2
CCCn1c(N)c(C(=O)CSc2nnc3n2CCCCC3)c(=O)[nH]c1=O,0,1,.,3,0,4,.,0,-1
O=C(Nc1cccc(Cl)c1Cl)c1ccc(-c2ccccc2)cc1,-1,-1,-3,1,-6,-3,-3,6,1
C1=Nc2c(NCc3ccccc3)ncnc2Oc2ccccc21,0,4,4,2,7,-2,16,1,6
COc1ccc(Cn2nnnc2C(c2ccc(C)cc2)N2CCN(C3CCCC3)CC2)cc1 (stereo not drawn),2,0,1,7,-1,4,9,2,0
CN(C)C(CNC(=O)c1ccc(Cl)c(S(=O)(=O)N2CCCCCC2)c1)c1ccccc1 (stereo not drawn),-1,9,.,4,-5,-1,.,1,0
Cc1ccc(N2CC(C(=O)NCCCn3ccnc3)CC2=O)cc1 (stereo not drawn),-2,-10,1,-2,6,6,4,-2,4
COc1cccc(CNC(=O)C2CCN(S(=O)(=O)N3CCCC3)CC2)c1,-1,1,5,3,0,-2,6,-2,2
CCCCCN(C(=O)CCC(=O)OCc1cc(C)ccc1C)c1c(N)n(CCCC)c(=O)[nH]c1=O,3,3,3,1,-2,0,-1,-6,-2
O=C(COc1ccc(F)cc1)Nc1ccc(S(=O)(=O)Nc2ncccn2)cc1,-2,0,-3,3,-9,3,-11,-6,-5
COc1ccc(N2C(=O)C(CC(=O)Nc3ccccc3)N(Cc3cccs3)C2=O)cc1 (stereo not drawn),2,-3,-3,2,0,-7,2,-4,-3
O=C(COc1ccc(Br)cc1)Nc1nc(-c2cccnc2)cs1,-5,0,-3,4,-17,-4,3,-3,1
CCOC(=O)c1ccc(NC(=S)NC(=O)c2nn(CC)cc2Br)cc1,1,-5,4,0,4,2,-2,1,5
Cc1c(C(=O)N2CCOCC2)c(S(=O)(=O)Nc2ccccc2F)c(C)n1C,-3,-1,-3,4,-1,6,1,-1,1
COc1ccccc1NC(=O)c1c(N=Cc2ccccc2O)cnn1C,-2,.,2,.,-5,.,-10,-3,2
CCCCOc1ccc(/C=N/NC(=O)c2nnn(-c3nonc3N)c2CN2CCCCCC2)cc1,-1,-9,4,-3,-5,0,-5,-2,8
N#CC1=C(N)NC(SCC(=O)O)=C(C#N)C12CCCC2,0,13,6,1,-7,5,-9,2,4
COc1ccccc1N1CCN(C(=O)c2c(C)noc2C)CC1,-1,4,2,-2,6,5,13,-2,1
COc1cccc(-n2nnnc2SCC(=O)NCc2ccco2)c1,2,8,3,6,-3,0,9,-6,5
CCCCCc1nnc(NC(=O)Cc2ccc([N+](=O)[O-])cc2)s1,3,11,-4,0,0,1,-8,-5,0
Cc1cc(C(=O)N2CCC(C(=O)O)CC2)c(C(F)(F)F)o1,-2,5,-2,-2,-4,2,8,4,3
O=C(NCC1CC1)c1onc(CSc2ccc(F)cc2)c1C(=O)NCC1CC1,0,1,8,7,3,4,-7,-5,3
COc1ccc(N2CCN(Cc3nc(N)nc(Nc4ccc(C)c(Cl)c4)n3)CC2)cc1,-3,3,5,2,4,0,8,4,9
O=C(CCC(=O)NNc1nc2ccccc2c2nc(-c3ccccc3)nn12)NCCCN1CCCC1=O,-1,6,2,5,-1,1,-2,1,24
CCn1nc(C)c(/C=N/NC(=O)c2ccc3c(c2)c(C)c(C)n3Cc2ccccc2)c1C,-7,-27,4,-4,-1,4,-6,-2,9
# Next structures follow:
SMILES,LYPLA1 inh,PAFAH2 inh,Fam108B inh,PAFAH1B2 FP inh,PME-1 inh,PAFAH1B3 FP inh,GSTO1 counter,PAD4 inh,pPAFAH inh
O=C1C(=O)c2ccccc2C(O)=C1C1CCC(c2ccc(Cl)cc2)CC1 (stereo not drawn),0,-6,0,0,1,-3,8,-4,1
CN1CCN(NC(=S)Nc2ccc(Oc3ccccc3)cc2)CC1,-4,4,3,6,0,9,-15,-5,1
O=C1CNC(=O)N1c1ccc(Cl)cc1,2,-4,-2,6,0,0,0,1,2
Cc1ccc(Nc2nc(-c3c(C)nc4ccccn34)cs2)cc1,4,7,7,6,11,9,6,3,28*
